# S3 lipid droplet: qHTS Assay for Lipid Storage Modulators in Drosophila S3 Cells | lipid storage change, negative = inhibition, % at the top dose, mostly 46.1 µM; hits show Potency in µM | AID 2685 | Drosophila S3 cells, BODIPY lipid droplet fluorescence, 18-24 h; cells fed with added oleic acid | 320,000 tested, 0.64% active; active = well fitted inhibition curve with a large enough effect in the signal ratio, with a control signal flat, not every such curve was filed as active; inconclusive = small, poorly fitted or top-dose-only effect, or effect the other way, or a change in a side signal; the % refers to the signal ratio
#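 Drosophila S3 cells got compounds at several concentrations plus oleic acid (400 uM solution). Laser-scanning cytometry with 488 nm excitation read lipid droplets at 500-530 nm and cells at 575-640 nm. Percent activity was relative to 20 uM Triacsin C.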
# S3 lipid droplet cell count max: recorded beside S3 lipid droplet, whose call it bears; cell number change, %; measured here: cell count max response;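 cells counted by Cell Tracker Red CMTPX staining in the red channel; peak over a dose series mostly up to 46.1 µM; percent activity relative to internal control wells on each plate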
# An asterisk follows results filed as active; i = inactive; ? = inconclusive; nt = no result given. % is set by controls: 0 for no effect and ±100 for the full control effect; potency is the fitted concentration of half-maximal effect.
Molecule,S3 lipid droplet cell count max,S3 lipid droplet
Cn1cccc1C1Nc2ccccc2NC2=C1C(=O)CC(C)(C)C2 (stereo not drawn),nt,?
Nc1cc(OCC(F)(F)F)cc([N+](=O)[O-])c1,-0.7,0.0%
Cc1ccc2nc(C3CCN(C(=O)NCc4ccccc4)CC3)[nH]c2c1,nt,?
COc1ccc(NC(=O)Cn2c(=O)n(CC3CCCO3)c(=O)c3cc(OC)c(OC)cc32)cc1OC (stereo not drawn),nt,?
COC(=O)c1c(C(C)=O)c(C)n(C)c1C,nt,-0.1%
Cc1c(SCCO)c(=O)[nH]c2cc3c(cc12)OCO3,nt,?
CCO[C@H]1OC(C(=O)N2CCN(Cc3ccccc3)CC2)=C[C@@H](c2ccc(C(F)(F)F)cc2)[C@@H]1CCCO,8.7,-16.4%
Nn1c(Cc2ccccc2)nc2sc3c(c2c1=O)CCC3,21.2,-2.9%
Cc1nc(N2CCC(C)CC2)c(C#N)c(C)c1[N+](=O)[O-],6.8,24.0%
CCN(C(=O)CSc1nc2c(cnn2-c2ccccc2)c(=O)[nH]1)C1CCS(=O)(=O)C1 (stereo not drawn),nt,?
O=C1CC(c2cccc(Br)c2)c2cc3c(cc2N1)CCC3 (stereo not drawn),nt,-12.1%
COc1ccc(NC(=O)COc2ccc(C)nc2[N+](=O)[O-])cc1S(N)(=O)=O,nt,?
CCOc1ccc(/C=N/n2c(SC)nnc(C(C)(C)C)c2=O)cc1,-13.9,3.3%
O=C(c1cccc(Cl)c1Cl)N1CCN(c2ccccn2)CC1,nt,-2.7%
CC(=O)C1=C(O)C(=O)N(CC(=O)O)C1c1ccccc1Cl (stereo not drawn),nt,?
COCCn1nnnc1CN1CCC(NC(=O)c2ccc(Br)cc2)CC1,nt,?
COc1ccc(N2CCN(C(CNC(=O)C(=O)NCC(OC)OC)c3ccco3)CC2)cc1 (stereo not drawn),nt,?
CCCCOC(C)n1cc(F)c(=O)[nH]c1=O (stereo not drawn),nt,?
CCCc1cc(=O)[nH]c(SCC(=O)N2CCN(S(=O)(=O)c3ccccc3)CC2)n1,-5.6,19.6%
CC(C)Oc1ccc(C(=O)Nc2c3c(nn2-c2ccccc2)CS(=O)(=O)C3)cc1,nt,?
O=Cc1c(Cl)nc2ccccn12,-2.5,-10.1%
CN(C)CCCNS(=O)(=O)c1ccc(-n2nnc3ccccc32)c([N+](=O)[O-])c1,nt,?
CC(C)CC(OC(=O)c1nsc(Cl)c1Cl)C(=O)NC1CCCC1 (stereo not drawn),nt,?
CCc1cc(=O)oc2c(C)c(OC(C)C(=O)NCCCN3CCOCC3)ccc12 (stereo not drawn),2.3,i
CCOc1cc(/C=C/c2nc3ccccc3s2)ccc1OCC(=O)N1CCOCC1,nt,?
COc1ccc(C2=NN(C(=O)c3ccco3)C(c3ccco3)C2)cc1OC (stereo not drawn),nt,?
CCS(=O)(=O)CCSC1OC(COC(C)=O)C(OC(C)=O)C(OC(C)=O)C1OC(C)=O (stereo not drawn),-1.8,-0.8%
O=C(O)C1CCCCC1C(=O)Nc1ccc(S(=O)(=O)N2CCCC2)cc1 (stereo not drawn),nt,i
Cn1c2ccccc2c2nnc(SCC(=O)NC3CC3)nc21,-1.0,i
CCCCn1c(SCc2cc(=O)n3ccsc3n2)nc2cc(C(=O)OC)ccc2c1=O,nt,?
COc1cc(NC(=S)NC(=O)c2ccc(C)cc2C)ccc1NC(=O)c1cccs1,nt,?
CCN1CCN(C(c2cccs2)C(C)NC(=O)c2cccnc2)CC1 (stereo not drawn),-10.2,9.7%
Cc1ccc2nc(N3CC(=O)Nc4ccccc43)nc(-c3ccccc3)c2c1,nt,?
CCCn1c(SCC(=O)Nc2ccc(OC)cc2[N+](=O)[O-])n[nH]c1=O,11.1,1.2%
CCN(C(=O)COC(=O)c1ccc(OC)c(S(=O)(=O)N(C)Cc2ccccc2)c1)C1CCS(=O)(=O)C1 (stereo not drawn),nt,?
Cc1ccc(/C=C/C(=O)NCc2ccc(S(N)(=O)=O)cc2)o1,2.0,10.2%
Cc1cc(NC(=O)CSc2nc3ccsc3c(=O)n2CCCC(=O)NCCc2ccccc2)no1,-18.1,3.0%
O=C(Oc1ccc(-c2nnco2)cc1)N(c1ccccc1)c1ccccc1,nt,i
CC1CN(CC(=O)N2CCc3[nH]c4ccccc4c3C2)CC(C)O1 (stereo not drawn),8.0,21.6%
Cc1nc(-c2ccccc2)cc(=O)[nH]1,11.1,15.6%
O=C(Cc1c(F)cccc1Cl)NNC(=O)Nc1ccc2c(c1)OCO2,nt,?
CCOC(=O)Cn1cnc2scc(-c3ccccc3)c2c1=O,nt,?
Cc1ccc(-c2nnn(CC(=O)N(CC(=O)NC3CCCC3)c3cnc4ccccc4c3)n2)o1,nt,?
CCOc1ccc(N=C2SC(C(=O)Nc3ccccc3C#N)C(N)=C2C(=O)Nc2ccc(Cl)cc2)cc1 (stereo not drawn),nt,?
Cc1c(Br)cc(C(=O)N2CCCC2)c(C)c1C,nt,?

# 4 compounds picked at random from those above, as already listed:
Molecule,S3 lipid droplet cell count max,S3 lipid droplet
Cc1ccc(-c2nnn(CC(=O)N(CC(=O)NC3CCCC3)c3cnc4ccccc4c3)n2)o1,nt,?
CCN(C(=O)COC(=O)c1ccc(OC)c(S(=O)(=O)N(C)Cc2ccccc2)c1)C1CCS(=O)(=O)C1 (stereo not drawn),nt,?
Cc1cc(NC(=O)CSc2nc3ccsc3c(=O)n2CCCC(=O)NCCc2ccccc2)no1,-18.1,3.0%
CCOC(=O)Cn1cnc2scc(-c3ccccc3)c2c1=O,nt,?

# Additional structures:
Molecule,S3 lipid droplet cell count max,S3 lipid droplet
COc1ccc(-c2nc(C)ncc2N=Nc2ccccc2)cc1,nt,?
CCN(CCn1cccn1)C(=O)c1cccc(OC2CCN(S(C)(=O)=O)CC2)c1,nt,?
Cc1csc(NC(=O)/C=C/c2ccc(C)o2)n1,3.8,10.4%
Cc1ccc(C(=O)Nc2ccc(N3CCN(C(=O)c4ccco4)CC3)cc2)cc1,-8.0,-16.6%
O=S(=O)(NC1CC1)c1ccc(Cl)cc1,nt,?
Cc1cc(C)cc(NC(=S)NCc2cccn2C)c1,7.3,8.2%
O=C(NCCC1=CCCCC1)c1c(O)nc2ccccn2c1=O,-7.5,2.9%
CCN1CCN(C(=O)NC2CCCCC2)CC1,nt,?
CC(=O)NS(=O)(=O)c1ccc(NC(=O)c2ccc3c(c2)C(=O)N(CCC(C)C)C3=O)cc1,nt,?
O=C(CCc1nc2ccccc2s1)NC1CCOC1=O (stereo not drawn),-11.9,-13.2%
CC(C)NC(=O)CCn1ccc2cc(S(=O)(=O)N3CCCC3)ccc21,nt,?
CCCC1(C)Nc2ccccc2-c2nc3ccccc3n21 (stereo not drawn),25.2,97.1%
Cc1ccc(CC(=O)NC2CCN(C)CC2)cc1,nt,i
CC(C)CC(C(=O)Nn1cnnc1)N1C(=O)c2ccccc2C1=O (stereo not drawn),2.8,-1.7%
Cc1nc2scc(C)n2c(=O)c1S(=O)(=O)Nc1ccc(F)cc1,nt,?
O=C1Nc2ccc([N+](=O)[O-])cc2OC1CCN1CCN(Cc2ccccc2)CC1 (stereo not drawn),-1.9,-1.4%
Cc1cccc(C(=O)OC2CCOC2=O)c1C (stereo not drawn),nt,?
CCCCCCCCNC(=O)C(CCC(=O)OCc1ccccc1)NC(C)=O (stereo not drawn),nt,i
O=c1oc(Nc2ccccc2Cl)nc2ccccc12,12.9,-0.4%
COc1ccc(CC(=O)Nc2nc3ccccc3[nH]2)cc1,10.8,2.5%
Oc1ccccc1-c1nnc(SCCN2CCOCC2)n1Cc1ccccc1,-12.0,18.0%
O=C(/C=C/c1ccco1)NC(=S)Nc1nc(-c2ccc(Cl)cc2)cs1,9.2,5.0%
Cn1cnnc1SCC(=O)NC(=O)NCc1ccccc1,5.5,-12.5%
COC(C[C@@H]1O[C@H]1[C@@H](O)COCc1ccccc1)OC,4.9,-2.4%
O=C(CSc1nc(-c2cccs2)cc(C(F)(F)F)n1)Nc1cc(OCC(F)(F)C(F)F)cc([N+](=O)[O-])c1,nt,?
O=C(/C=C\c1cccs1)c1c(O)ccc2ccc(=O)oc12,nt,?
C=CCNC(=O)CN1N=C(c2ccc(C)cc2)CCC1=O,nt,?
Cc1ccccc1C(=O)N1CCC(C(=O)Nc2cccc(S(=O)(=O)N3CCCCC3)c2)CC1,nt,?
CSc1ncc(OCc2ccccc2)c(=O)[nH]1,8.1,1.0%
CSCCC(NC(=O)c1ccco1)C(=O)OCc1cc([N+](=O)[O-])cc2c1OCOC2 (stereo not drawn),nt,?
CC(C)c1nnc(NC(=O)CCC(=O)Nc2ccc(F)cc2)s1,nt,?
O=C(Nc1c2c(nn1-c1ccc(F)cc1)CS(=O)C2)c1ccc(S(=O)(=O)N2CCOCC2)cc1 (stereo not drawn),nt,?
N#CC1(NC(=O)CN2CCc3ccccc3C2)CCCC1,nt,?
CCOCCn1c(=O)c2c(nc3n2CCCN3CCc2ccccc2)n(C)c1=O,nt,?
COc1cc(/C=N/NC(=O)CC2(C)OCCO2)cc(Br)c1O,1.1,1.8%
Cc1ccc(-n2nnnc2-c2cnc3ccc(Cl)cc3c2-c2ccccc2)cc1,-2.9,15.8%
Cc1ccccc1-n1nc2c(c1NC(=O)c1ccc3c(c1)OCO3)CS(=O)(=O)C2,nt,?
O=C(c1ccco1)N1CCN(Cc2cc(=O)c(OCc3ccc(F)cc3)co2)CC1,nt,?
CNC(=O)c1ccccc1NC(=O)C1CC(=O)N(c2ccc(OC)cc2)C1 (stereo not drawn),5.3,-6.0%
c1coc(-c2nnc3sc(Cc4cccs4)nn23)c1,nt,?
CC(C)n1nnnc1SCC(=O)N1N=C(c2cccs2)CC1c1cccs1 (stereo not drawn),nt,?
CCOP(=O)(OCC)C(NC(=O)Nc1ccc(Cl)c(Cl)c1)c1ccccc1 (stereo not drawn),nt,?
CNS(=O)(=O)c1cccc(C(=O)NCC(c2ccco2)N(C)C)c1 (stereo not drawn),nt,?
COc1ccccc1N(C)S(=O)(=O)c1ccc(C)c(C(=O)NC(C)c2ccccn2)c1 (stereo not drawn),nt,?
C=C(C)C1Cc2c(C)nn(-c3cccc4cccnc34)c2C1 (stereo not drawn),6.1,21.0%
O=C(O)c1c(-c2ccccc2)nnc2ccccc12,nt,?
COc1ccc(NC(=O)C2CC(c3ccccc3Cl)=NO2)cc1 (stereo not drawn),-9.1,i
O=C(C1CCCO1)N1CCN(S(=O)(=O)c2cc(F)ccc2F)CC1 (stereo not drawn),nt,-3.2%
COCc1cc(C)nc2sc(C(=O)Nc3ccccc3Br)c(N)c12,nt,?
COc1ccc(NC(C)=O)cc1NC(=O)CSc1nnc(-c2ccccc2)n1N,nt,?
NC(=O)[C@@H]1CCCNc2c(I)cc([N+](=O)[O-])cc2C(=O)N[C@@H](Cc2ccccc2)C(=O)N[C@@H](Cc2cnc[nH]2)C(=O)N1,-7.9,-4.6%
CCCCC(=O)OCC(=O)Nc1ccc(SC(F)F)cc1,11.7,3.0%
COC(=O)c1ccc(NC(=S)N2CCN(Cc3ccccc3OC)CC2)cc1,nt,?
OC(COCc1cccs1)CN1CCN(c2ccccn2)CC1 (stereo not drawn),nt,?
O=C(Nc1ccccn1)c1sc2cc([N+](=O)[O-])ccc2c1Cl,nt,?
Cc1cc(C)cc(NC(=O)CSc2nnc(C3CC3)n2CC2CCCO2)c1 (stereo not drawn),nt,?
O=C(NC1(C(F)(F)F)N=C(c2ccccc2)NC1=O)c1ccc(Cl)cc1Cl (stereo not drawn),nt,?
O=C(/C=C/c1cccc([N+](=O)[O-])c1)Nc1ccccc1N1CCOCC1,nt,?
CC(C)Oc1ccc(C(=O)NC2(C(F)(F)F)N=C3SCCN3C2=O)cc1 (stereo not drawn),nt,?
Cc1cc(Nc2ccc(Br)c(C)c2)n2nc(C)nc2n1,-13.5,11.1%

# Three compounds out of the list, ordered by molar mass, falling.
Molecule,S3 lipid droplet cell count max,S3 lipid droplet
O=C(C1CCCO1)N1CCN(S(=O)(=O)c2cc(F)ccc2F)CC1 (stereo not drawn),nt,-3.2%
Cc1cc(Nc2ccc(Br)c(C)c2)n2nc(C)nc2n1,-13.5,11.1%
COc1ccc(NC(=O)C2CC(c3ccccc3Cl)=NO2)cc1 (stereo not drawn),-9.1,i

# (listing goes on)
Molecule,S3 lipid droplet cell count max,S3 lipid droplet
COc1ccc(C(=O)Nn2c(SCC(=O)c3ccccc3)nc3ccccc3c2=O)cc1,nt,?
COCCn1c(=NC(=O)c2ccc(S(=O)(=O)N3CCc4ccccc4C3)cc2)sc2cc(OC)ccc21,nt,?
CC(=O)Nc1ccc(OCC(O)CN2CCN(c3cc(Cl)ccc3C)CC2)cc1 (stereo not drawn),8.8,i
Cc1ccc(Oc2cc(NN3CCCCC3)c([N+](=O)[O-])cc2[N+](=O)[O-])c(Cl)c1,nt,?
O=C1CC(C(=O)Nc2ccc(Br)cc2)S/C(=N\N=C\c2ccco2)N1 (stereo not drawn),nt,?
Cc1[nH]c2ccccc2c1C(=O)COC(=O)Cn1cnc2ccccc21,8.1,7.2%
CCc1ccc2nc(N3CCN(C)CC3)c(C#N)cc2c1,nt,?
CCc1ccccc1NC(=O)c1ccc(NS(C)(=O)=O)cc1,nt,?
CC(C)OP(=O)(OC(C)C)C1(NS(=O)(=O)c2ccc(Cl)cc2)C=C(Cl)C(=O)C(Cl)=C1,nt,?
COc1ccccc1CNC(=O)CCC(=O)Nc1nnc(C(C)C)s1,nt,?

# A portion of the library, so the mix of outcomes need not match the whole.
